Screens: PubChem, Southern Research Specialized Biocontainment Screening Center
inhibitors of VEEV: inhibitors of VEEV TC-83 cytopathic effect, confirmation, Vero cells (AID 588727); Vero cells, VEEV TC-83 cytopathic effect inhibition; higher % means a stronger effect; inhibition, % at 20 µM; hits with a dose series show IC50 in µM; 0.13% of 350,000 active; in the data active = a potency from the dose series; inconclusive = inhibition mostly from about 14% at the one dose, without a potency; inactive = the rest, 99 in 100 with inhibition below about 12%; also: strong numbers were not always called active
H37Rv inhibition: M. tuberculosis growth inhibition, HTS (AID 449762) | M. tuberculosis H37Rv growth inhibition, 7H9 media; higher % means a stronger effect | 0.59% of 330,000 active | one-dose inhibition, % at 25 µM; IC50 in µM for titrated hits; in the data active = a potency from the dose series; inconclusive = inhibition above about 70% without an active follow-up result;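 also: bacterial growth assessed after seven days of incubation; strong numbers were not always called active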
influenza NS1A: H1N1 influenza NS1A inhibitors, functional cell based assay (AID 504329). NS1A functional cell-based assay, percent inhibition; higher % means a stronger effect. inhibition, % at 12.5 µM; hits with a dose series show IC50 in µM. 0.3% of 340,000 active; in the data active = a potency from the dose series; inconclusive = inhibition above about 27% without an active follow-up result; also: strong numbers were not always called active
Salmonella PhoP GFP: PhoP regulon inhibitors, Salmonella typhi PhoP promoter GFP reporter, confirmatory (AID 1850); inhibition, % at 50 µM, or IC50 in µM where a hit was titrated; Salmonella Typhi PhoP-promoter GFP reporter, fluorescence, 4 h; higher % means a stronger effect; 0.33% of 310,000 active; in the data active = a potency from the dose series; inconclusive = inhibition mostly from about 25% at the one dose, without a potency; inactive = the rest, 99 in 100 with inhibition below about 19%;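 also: 0% = induced wells with vehicle and 100% = uninduced wells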
M. tuberculosis: growth inhibition of non-replicating M. tuberculosis (AID 488890); Mycobacterium tuberculosis non-replicating, growth inhibition; higher % means a stronger effect; inhibition, % at 25 µM, or IC50 in µM where a hit was titrated; 0.39% of 320,000 active; in the data active = a potency from the dose series; inconclusive = inhibition mostly from about 82% at the one dose, without a potency; inactive = the rest, 99 in 100 with inhibition below about 76%;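 also: plate controls were DMSO cells for no effect and high antibiotic wells for full effect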
inhibitors of VEEV 10K pilot screen: further read-out of inhibitors of VEEV, marked with its call; inhibition, %; measured here: 10K pilot screen inhibition
The depositor's hits bear a star; i = inactive; ? = inconclusive; / = no result given.

Preview, seven compounds:
SMILES	inhibitors of VEEV	H37Rv inhibition	influenza NS1A	Salmonella PhoP GFP	M. tuberculosis	others
O=C(O)c1cc(N2N=C(C(F)(F)F)/C(=C/C=C/c3ccco3)C2=O)ccc1Cl	1.3%	/	16%	/	/
O=C(NCc1ccco1)c1ccc(F)c(S(=O)(=O)N2CCCCC2)c1	0.6%	-1%	-6%	-9%	9%
CC(=O)C[C@@H](O)CC(=O)[C@@H]1OC(=O)[C@H](C)CCCCc2ccccc21	i	-1%	-4%	/	-16%
CCC1(c2ccccc2)NC(=O)N(CC(=O)Nc2cc(S(=O)(=O)N3CCCCC3)ccc2N(C)C)C1=O (centres undefined)	2.4%	8%	-13%	9%	22%
O=C(Nc1cccc(Cl)c1)Nc1ccccc1-n1ccnc1	0.7%	-1%	9%	-5%	57%
CC(NC(=O)Cn1cc2c(n1)CCCCC2)c1ccccc1 (centres undefined)	1.4%	-11%	-3%	-2%	-23%
COc1ccc(-c2cc(C(=O)NC3CCCC3)no2)cc1OC	3.1%	6%	1%	-11%	-2%

This part in full, repeating the preview:
SMILES	inhibitors of VEEV	H37Rv inhibition	influenza NS1A	Salmonella PhoP GFP	M. tuberculosis	others
O=C(O)c1cc(N2N=C(C(F)(F)F)/C(=C/C=C/c3ccco3)C2=O)ccc1Cl	1.3%	/	16%	/	/
O=C(NCc1ccco1)c1ccc(F)c(S(=O)(=O)N2CCCCC2)c1	0.6%	-1%	-6%	-9%	9%
CC(=O)C[C@@H](O)CC(=O)[C@@H]1OC(=O)[C@H](C)CCCCc2ccccc21	i	-1%	-4%	/	-16%
CCC1(c2ccccc2)NC(=O)N(CC(=O)Nc2cc(S(=O)(=O)N3CCCCC3)ccc2N(C)C)C1=O (centres undefined)	2.4%	8%	-13%	9%	22%
O=C(Nc1cccc(Cl)c1)Nc1ccccc1-n1ccnc1	0.7%	-1%	9%	-5%	57%
CC(NC(=O)Cn1cc2c(n1)CCCCC2)c1ccccc1 (centres undefined)	1.4%	-11%	-3%	-2%	-23%
COc1ccc(-c2cc(C(=O)NC3CCCC3)no2)cc1OC	3.1%	6%	1%	-11%	-2%
O=c1[nH]c(CSc2ncnc3sccc23)nc2ccccc12	1.7%	-2%	4%	-2%	2%
c1cc2c3c(cccc3c1)NC1(CCCC1)N2	i	/	10%	/	/
COc1cc2c(C(=O)N3CCN(c4cccc(Cl)c4)CC3)cn(CC(C)C)c(=O)c2cc1OC	6.9%	48µM*	5%	-6%	61%
O=C(COC(=O)[C@@H]1CCCN1C(=O)c1cccs1)Nc1ccc(Br)cc1	i	0%	3%	/	15%
O=S(=O)(c1ccc(F)cc1F)N1CCCN(c2ccc(C(F)(F)F)cn2)CC1	i	11%	/	0%	12%

2 entries drawn at random from the list so far:
SMILES	inhibitors of VEEV	H37Rv inhibition	influenza NS1A	Salmonella PhoP GFP	M. tuberculosis	others
O=C(COC(=O)[C@@H]1CCCN1C(=O)c1cccs1)Nc1ccc(Br)cc1	i	0%	3%	/	15%
O=S(=O)(c1ccc(F)cc1F)N1CCCN(c2ccc(C(F)(F)F)cn2)CC1	i	11%	/	0%	12%

Carrying on:
SMILES	inhibitors of VEEV	H37Rv inhibition	influenza NS1A	Salmonella PhoP GFP	M. tuberculosis	others
CCc1ccccc1NC(=O)CN1C(=O)C2CCCN2c2ncc(Cl)cc21 (centres undefined)	9.2%	-5%	2%	3%	22%
CCOc1ccccc1OCCOc1ccc(F)cc1	1.9%	55%	-7%	-4%	23%
C=CCNC(=O)CN(CCc1ccccc1)S(=O)(=O)c1ccccc1	i	3%	-31%	4%	-6%
Cn1c(SCc2c(F)cccc2Cl)nc2ccccc2c1=O	0.6%	-3%	-7%	/	-13%
Cc1c(-c2ccc(/C=N/NC(=O)C(=O)Nc3ccccc3F)o2)cccc1[N+](=O)[O-]	i	-2%	/	-21%	-7%
CCOC(=O)c1oc2ccccc2c1COC(=O)CNC(=O)c1cc(OC)c(OC)c(OC)c1	8.5%	-2%	2%	1%	3%
CCSc1nnc(NC(=O)C2CCN(S(=O)(=O)c3c(C)c(C)cc(C)c3C)CC2)s1	/	3%	/	-10%	-11%
CCOC(=O)c1cc(CC)sc1NC(=O)COc1ccc2c(C)cc(=O)oc2c1	0.7%	7%	-1%	-2%	-14%
O=C(Nc1ccc2c(c1)OCO2)C1CCN(C(=O)c2ccc(Cl)cc2)CC1	1.2%	-3%	-16%	-5%	-3%
Cc1ccc(S(=O)(=O)N(C)C)cc1-n1c(SCC(=O)N(C)C)nc2ccccc2c1=O	?	-6%	8%	-14%	-6%
Cc1c(C(=O)NCC2CCCO2)oc2ccc(S(=O)(=O)N3CC(C)CC(C)C3)cc12 (centres undefined)	1.1%	-3%	5%	-14%	/
CCOc1ccc(NC(=O)CN2C(=O)c3ccccc3C2=O)cc1	0.2%	-3%	-12%	-6%	-7%
CCc1nn(CC(=O)N2CCC3(CC2)OCCO3)c(=O)c2cc3ccccc3n12	i	0%	10%	8%	2%
O=c1[nH]c(-c2ccccc2)cnc1-c1ccccc1	1.3%	8%	/	-1%	7%
Cc1nn(CC(=O)NC2CCC(C)CC2)c(C)c1[N+](=O)[O-] (centres undefined)	2.2%	1%	7%	/	-3%
O=C(Nc1ccc(Cl)c([N+](=O)[O-])c1)C(NCCCO)c1ccccc1 (centres undefined)	0.9%	12%	-2%	-19%	18%
C=CCOc1ccc(/C(O)=C2\C(=O)C(=O)N(CCCOC)C2c2ccc(O)c(OC)c2)cc1 (centres undefined)	6.8%	-3%	1%	2%	11%
O=C(CCl)c1ccc2c(c1)CCN2C(=O)C1CCCCC1	13%	17µM*	-12%	6%	?
CCN(CC)S(=O)(=O)c1ccc2c(c1)c(C(=O)O)cn2C	0.3%	-1%	1%	26%	-5%
Cc1ccc(OCC(=O)OC2CCS(=O)(=O)C2)cc1 (centres undefined)	i	3%	-9%	3%	14%
Cc1onc(-c2ccccc2)c1C(=O)N1CCN(Cc2ccccc2)CC1	1.0%	7%	-1%	-6%	1%
Cc1ccc(S(=O)(=O)N/N=C/c2cccs2)cc1	i	11%	-5%	0%	25%
Cc1ccc(C(=O)C(C)OC(=O)CNC(=O)c2ccc(Br)o2)cc1 (centres undefined)	4.0%	3%	-10%	9%	-5%
Cc1ccc(CNC(=O)N2CCN(C)CC2)cc1	0.4%	-2%	0%	-7%	-13%
CCCCNC(=O)c1cc2c(-c3ccc(Cl)cc3)nn(C)c2s1	0.7%	3%	0%	8%	/
CCOc1ccc(N2C(=O)CC(NCCc3c[nH]c4ccccc34)C2=O)cc1 (centres undefined)	0.4%	9%	-23%	7%	17%
CCCc1ccc(C(=O)CN2C(=O)C(=O)N(C3CCCC3)C2=O)cc1	0.6%	-2%	-9%	/	30%
C=CC[C@@H](CC(=O)N[C@H](CO)Cc1ccccc1)C(=O)NC[C@H](OC(=O)[C@@H](CC=C)Cc1ccc(F)cc1)c1ccccc1	4.2%	4%	9%	/	/
O=C(NO)c1ccc(OC(F)F)cc1	i	-12%	3%	-4%	-31%
O=C1CCCc2[nH]c3cccc(/C(=C/c4ccccc4)c4ccccc4)c3c21	2.1%	-3%	-2%	1%	26%
Cc1c(-c2csc(N)n2)cnn1C	2.1%	2%	4%	7%	-2%
CC(=O)NCC1CCCN(Cc2cn(-c3ccccc3)nc2-c2ccc3c(c2)OCO3)C1 (centres undefined)	i	11%	7%	13%	-1%
O=C(CN1CCCC1)Nc1ccc([N+](=O)[O-])cc1	0.6%	4%	2%	-8%	13%
CCN(C(=O)COC(=O)c1cccnc1Nc1cccc(C(F)(F)F)c1)C1CCS(=O)(=O)C1 (centres undefined)	i	3%	-16%	2%	-6%
FC(F)(F)c1cnc(Oc2cccc3ccccc23)c(Cl)c1	1.3%	8%	-10%	-3%	21%
CCOc1ncccc1C(=O)OCC(=O)Nc1ccc(C)c(S(=O)(=O)N(C)C)c1	2.5%	11%	-5%	-28%	24%
COC(=O)C1=C(C)N(Cc2ccco2)C(=O)N[C@@H]1c1ccco1	1.0%	0%	-1%	9%	12%
COC(=O)c1c(C)oc2ccc(N(C(=O)c3ccncc3)S(=O)(=O)c3ccc(C)cc3)cc12	7.9%	3%	-16%	-2%	17%
CCOC(=O)c1sc(NC(=O)c2cc(-c3ccccc3)nc3ccccc23)c(C#N)c1C	7.2%	24%	2%	7%	61%
COc1cc(C2/C(=C(\O)c3ccc4c(c3)CC(C)O4)C(=O)C(=O)N2CCN2CCOCC2)cc(OC)c1OC (centres undefined)	0.4%	-13%	4%	-8%	-5%
C=CCc1ccccc1OCC(O)CN1CCN(CCN2C(=O)c3cccc4cccc(c34)C2=O)CC1 (centres undefined)	1.3%	?	10%	0%	79%
O=C(OCC(=O)C12CC3CC(CC(C3)C1)C2)c1cccnc1	4.3%	18%	8%	14%	63%
CCC(=O)Nc1nc(C)cc(SCC(=O)OC)n1	0.5%	-10%	9%	3%	-8%
COCCOC1CCN(C(=O)C2CCC(=O)N(Cc3cccc(F)c3)C2)CC1 (centres undefined)	i	13%	-4%	-37%	4%
CCCCC(=O)Nc1ccc(C(=O)NCc2ccncc2)cc1	1.9%	68%	-27%	1%	12%
CCOC(=O)N1CCN(C(=O)c2nn(-c3ccc(C)cc3)c(=O)c3c2c2ccccc2n3C)CC1	i	-5%	10%	7%	-25%
Cc1cccc(N2CCN(S(=O)(=O)c3ccc4c(c3)CCCN4C(=O)C3CCC3)CC2C)c1 (centres undefined)	0.3%	4%	7%	-6%	2%
CC(NC(=O)Cc1ccc(F)cc1)c1ccc(F)cc1 (centres undefined)	i	19%	-1%	-1%	13%
CC1CC(NC(=O)c2cnc3n(c2=O)CCS3)CC(C)(C)C1 (centres undefined)	0.7%	0%	0%	-2%	31%	inhibitors of VEEV 10K pilot screen=0.2
NS(=O)(=O)c1cccnc1Nc1cccc(C(F)(F)F)c1	3.7%	10%	-7%	6%	16%
COc1ccc(OCCSc2n[nH]c(N)n2)cc1	2.5%	-1%	-3%	-6%	8%
COc1cc(OC)cc(C(=O)Nc2nc(CC(=O)NC(C)c3ccccc3)cs2)c1 (centres undefined)	11%	29%	-9%	-3%	23%
CCOC(=O)CC(=O)CSC1=C(C#N)C(c2ccccc2OC)CC(=O)N1 (centres undefined)	7.0%	-2%	-10%	8%	8%
CCCN1CNC(=S)N(CCc2ccccc2)C1	0.3%	-4%	15%	-7%	80%
O=C(CSc1nc(O)c(Cc2ccccc2F)c(=O)[nH]1)N1CCCCCC1	i	-2%	-1%	-3%	5%
COC(=O)c1cc(S(=O)(=O)NC2CCC(C)CC2)cn1C (centres undefined)	4.5%	2%	7%	3%	-1%
CN(CC(=O)Nc1ccccc1)CC(=O)Nc1ccccc1Cl	1.0%	-1%	-4%	-6%	-10%
Oc1ccc(-c2csc(Nc3ccc4c(c3)OCO4)n2)c(O)c1	8.6%	/	6%	/	/
O=C1c2ccc3c4c(ccc(c24)C(=O)N1c1cccc(O)c1)CC3	0.3%	10%	1%	3%	-14%	inhibitors of VEEV 10K pilot screen=0.0
CCc1ccc(-c2cc(C)no2)cc1S(=O)(=O)NCc1ccc(OC)c(OC)c1	0.6%	0%	-12%	7%	9%

Further records.
SMILES	inhibitors of VEEV	H37Rv inhibition	influenza NS1A	Salmonella PhoP GFP	M. tuberculosis	others
O=C(CSc1nc(N2CCCCC2)nc(N2CCCCC2)n1)c1ccccc1	1.8%	1%	0%	21%	-3%
N#C/C(=C(/O)CN1CCOCC1)c1nc2ccccc2s1	0.6%	-5%	-10%	6%	2%
Cc1ccc(S(=O)(=O)N2CCC(Oc3cccc(C(F)(F)F)c3)CC2)cc1	i	18%	-6%	-15%	16%
COc1cccc(-n2c(=O)c3cc(OC)c(OC)cc3n(CC(=O)Nc3cc(C)[nH]n3)c2=O)c1	0.9%	-1%	-1%	-4%	-5%
Cc1ccc2cccc(OCC(=O)Nc3ccc(N4CCOCC4)cc3)c2n1	9.6%	-7%	-7%	-1%	2%
Cc1cc(C)c(OCCCCCNCCO)c(C)c1	0.6%	0%	0%	4%	27%
COc1ccc(CCN2C(=O)C3C4C=CC(C3C2=O)C2C(=O)N(CCc3ccc(OC)c(OC)c3)C(=O)C42)cc1OC (centres undefined)	0.8%	-1%	-2%	-7%	8%
O=C(CSc1n[nH]c(-c2ccco2)n1)Nc1ccccc1Cl	0.5%	-9%	4%	16%	4%
O=C(COc1ccc(Cl)cc1)N1CCN(c2ccc([N+](=O)[O-])c(N3CCOCC3)c2)CC1	1.1%	-4%	7%	1%	25%
O=C(Nc1nncs1)c1ccc(N2C(=O)C3C4C=CC(C4)C3C2=O)cc1 (centres undefined)	4.2%	-1%	11%	-4%	8%
C/C(O)=c1/ccc2cccc3nc(C)nc1c23	1.2%	-8%	-8%	-16%	21%
